Source: PubChem
IP6K1 inhibitor – IP6K1 kinase inhibition | activity change, % (series mostly up to about 58 µM) | IP6K1 kinase, ADP-Glo luminescence, 2 h; hits give low values | AID 1645851 | hit rate 0.81% among 140,000; in the data active = activity change below about -25%
Target sequence (Q92551 whole entry, looked up): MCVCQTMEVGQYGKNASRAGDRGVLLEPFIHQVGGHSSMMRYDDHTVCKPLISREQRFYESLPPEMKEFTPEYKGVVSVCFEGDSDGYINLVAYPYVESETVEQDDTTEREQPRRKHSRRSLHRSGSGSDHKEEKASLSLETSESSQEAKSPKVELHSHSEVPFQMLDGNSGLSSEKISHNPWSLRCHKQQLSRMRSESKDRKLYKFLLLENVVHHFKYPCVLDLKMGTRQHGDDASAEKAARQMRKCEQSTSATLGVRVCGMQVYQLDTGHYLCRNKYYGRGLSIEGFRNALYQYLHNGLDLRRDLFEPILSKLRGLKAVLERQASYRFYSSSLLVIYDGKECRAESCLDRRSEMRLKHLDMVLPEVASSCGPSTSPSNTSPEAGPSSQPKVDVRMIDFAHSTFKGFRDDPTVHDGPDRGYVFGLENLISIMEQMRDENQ
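ADP-Glo luminescence measures ADP made by human IP6K1 during a 2 h RT reaction with ATP/IP6 (mix at 1.3 mM/130 uM); top library doses 57.5 and 19.1 uM final.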
GPT2 inh – blocks human glutamate pyruvate transaminase 2 | Potency, µM (highest dose often 57.7 µM), without a hit: top-dose activity change, negative = inhibition, usual class: inhibitors | Recombinant GPT2, coupled pyruvate oxidase/HRP Amplex Red fluorescence | AID 1671188 | hit rate 0.25% among 100,000; note: potency is the fitted concentration of half-maximal effect; nearly all actives have a fitted effect of over 60% in size; many of its hits are not listed in these tables
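Fluorescence read-out: pyruvate from GPT2 turnover coupled to pyruvate oxidase, HRP and Amplex Red (0.2mM ThPP, 0.2U/mL PO and HRP, 50uM Amplex final). Substrates 250uM a-KG, 2mM L-alanine; enzyme 10ng/uL; 30 min RT.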
SNCA expr inh – SNCA gene expression inhibition; HEK-293 SNCA-luciferase knock-in, luminescence, 24 h; Potency, µM (top dose mostly 57.2 µM), for the others: at the highest dose activity change, negative = inhibition, usual class: inhibitors; hit rate 0.17% among 140,000;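 note: potency is the fitted concentration of half-maximal effect; plate controls were DMSO cells for no effect and cell-free wells for full effect; nearly all actives have a fitted effect of over 45% in size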
NIH3T3 tox – kills NIH 3T3 cells; NIH 3T3 viability, CellTiter-Glo ATP luminescence, 48-72 h; hit rate 4.3% among 94,000; Potency, µM (doses to about 96.7 µM), inactives show top-dose activity change, negative = cytotoxicity, usual class: inhibitors; note: potency is the fitted concentration of half-maximal effect; nearly all actives have a fitted effect of over 55% in size
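Cytotoxicity was measured by CellTiter-Glo ATP luminescence after 48 or 72 h compound exposure at 37 °C. Mouse NIH 3T3 fibroblasts were seeded at 400 cells/well and dosed by 23 nL pin transfer.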
FLuc inh – inhibitors of firefly (Photinus pyralis) luciferase. P08659. purified P. pyralis luciferase, luminescence, biochemical. Potency, µM (series often up to 115 µM), for inactives: at the highest dose activity change, negative = inhibition, usual class: inhibitors. hit rate 2.5% among 76,000. AID 1347043; note: potency is the fitted concentration of half-maximal effect; nearly all actives have a fitted effect of over 65% in size
Target sequence (P08659 whole entry, looked up): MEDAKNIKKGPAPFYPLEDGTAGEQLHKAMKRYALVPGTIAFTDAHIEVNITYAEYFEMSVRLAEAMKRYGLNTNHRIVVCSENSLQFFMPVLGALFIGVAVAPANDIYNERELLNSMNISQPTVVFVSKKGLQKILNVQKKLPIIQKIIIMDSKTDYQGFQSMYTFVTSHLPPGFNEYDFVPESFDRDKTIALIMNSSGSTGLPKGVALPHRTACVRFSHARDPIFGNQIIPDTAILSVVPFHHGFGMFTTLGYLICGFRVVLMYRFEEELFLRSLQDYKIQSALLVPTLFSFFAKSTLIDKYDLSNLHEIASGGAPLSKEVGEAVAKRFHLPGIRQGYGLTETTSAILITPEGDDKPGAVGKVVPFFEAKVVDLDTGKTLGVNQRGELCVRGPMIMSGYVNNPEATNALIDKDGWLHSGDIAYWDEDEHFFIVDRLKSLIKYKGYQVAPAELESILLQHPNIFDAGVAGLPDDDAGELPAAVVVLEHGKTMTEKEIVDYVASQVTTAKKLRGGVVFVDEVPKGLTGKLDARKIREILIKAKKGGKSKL
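FLuc 10nM, D-luciferin 10uM, ATP 10uM, Mg acetate 10mM, Tris acetate pH 7.5, Tween/BSA; cpd qHTS; enzyme added last; CCD luminescence.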
HEK293 viab – cell viability loss counter-screen; HEK-293-SNCA-luc viability, GF-AFC fluorescence, 24 h; Potency, µM (top dose mostly 57.1 µM), for inactives: at the highest dose activity change, negative = cytotoxicity, hits mostly cytotoxic; hit rate 0.12% among 150,000; AID 1671193;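 note: potency is the fitted concentration of half-maximal effect; 0% = DMSO-treated cells and -100% = medium-only wells without cells; nearly all actives have a fitted effect of over 30% in size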
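HEK-293-SNCA-luc cells (1500/well) plated 24 h, then exposed 24 h to a dilution series; GF-AFC added 30 min at 37C, fluorescence 405/540 nm; normalised to medium-only and DMSO wells, Hill fit.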
HEK cytotox – HEK 293 cell cytotoxicity | HEK 293 viability, ATP luminescence (CellTiter-Glo), 48-72 h | Potency, µM (titrated, usually from 115 µM), without a hit: at the top dose activity change, negative = cytotoxicity, hits mostly inhibitors | hit rate 6.6% among 94,000; note: potency is the fitted concentration of half-maximal effect; nearly all actives have a fitted effect of over 60% in size
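HEK 293 cells seeded at 250 cells/well were exposed to compound for 48 or 72 hr at 37 degree Celsius. Viability taken as ATP content by CellTiter-Glo luminescence.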
* hit, by the source's call; i = inactive; u = inconclusive; x = not tested or not shown; [ ] = another dose, or the depositor's remark. Unless noted, calls come from the whole dose curve; as a rule, active = well fitted curve in the direction sought with a large enough effect; inconclusive = small, poorly fitted or top-dose-only effect, or another doubt; inactive = no such curve, though single readings can be large; an effect the other way counts as inactive or inconclusive. Unless noted, % is set by controls: 0 for no effect and ±100 for the full control effect. Hits appear at their usual frequency (roughly 7.7% active in at least one column).

SMILES	IP6K1 inhibitor	GPT2 inh	SNCA expr inh	NIH3T3 tox	FLuc inh	HEK293 viab	HEK cytotox
CNC(=O)c1cc(C)nc2onc(C3CCCN(C(=O)c4ccncc4)C3)c12 (centres undefined)	-4	x	x	-21%	x	x	-14%
COc1ccc(Cc2nnc(NC(=O)C[C@H]3NC(=O)c4ccccc4NC3=O)s2)cc1	-5	i	-6%	-4%	6%	-1%	18%
COc1cccc(CC(=O)N2CCC3(CC2)CC(OCC2CC2)CCO3)c1 (centres undefined)	-9	-9%	39%[activator]	u	-7%	-1%[12.5 µM]	-4%
CC(=O)Nc1ccc(NC(=O)c2cc3n(n2)CC(c2ccc(Br)cc2)OC3)cc1 (centres undefined)	-7	-3%	u	u	u	-29%	u
CNC(=O)c1[nH]nc2c1C(c1ccc(-n3cncn3)cc1)CC(=O)N2 (centres undefined)	5	-9%	10%	-11%	5%	-6%	5%
COc1cccc(NC(=O)Cn2nc(-c3ccncc3)ccc2=O)c1	-11	x	25%	x	x	-19%	x
CCOc1ccc(NC(=O)CCCOc2cc(=O)n(C)c3ccccc23)cc1	-12	x	1%	x	x	-15%	x
CCCCN1CCCc2cc(CN(CCCN3CCOCC3)C(=O)Nc3ccc(CC)cc3)ccc21	15	x	23%	x	x	-6%	x
COc1ccccc1Cc1nc2ccccc2nc1SCC(=O)NCc1ccc(F)cc1	-2	x	5%	x	x	6%	x
COc1ccc(C(=O)c2sc3nc4c(c(C(F)(F)F)c3c2N)CN(C(C)=O)CC4)cc1OC	-5	x	-9%	x	x	-23%	x
COc1ccc(-c2nc3ccccc3o2)cc1NC(=O)c1cccc2c(Cl)cccc12	-9	x	55%[activator]	x	x	-11%	x
Cn1cccc1CN1CCCC(c2nn(-c3ccccc3)c(=O)[nH]2)C1 (centres undefined)	4	5%[88.5 µM]	-2%[87.6 µM]	-23%[138 µM]	1%[172 µM]	-12%[87.6 µM]	u
COCCn1c(CO)nnc1C1CC(NC(=O)c2sc(C)nc2C)C1 (centres undefined)	0	-10%	0%	i	-3%	-5%	i
CC(C)c1nc2c(c(-c3ccc(O)cc3)n1)CN(Cc1ccc(OC(F)(F)F)cc1)CC2	1	i	-15%	22µM*	-7%	7%	22µM*
Cc1ccc2c(=O)cc(C(=O)Nc3ccc(S(=O)(=O)N4CCCCCC4)cc3)oc2c1C	0	x	20%	x	x	0%	x
CCC(Sc1nc(-c2ccccc2)[nH]c1S(=O)(=O)c1ccc(C)cc1)C(=O)O (centres undefined)	-7	x	-5%	x	x	-8%	x
CCn1nccc1C(=O)N1CCCC(n2c(C)cnc2COC)C1 (centres undefined)	-1	i	3%	u	6%	1%	-1%
O=C(C1CCCN1c1nccc(Nc2ccccc2F)n1)N1CCOCC1 (centres undefined)	-8	i	u	-14%	x	-28%[12.5 µM]	5%
CC1=C[C@@H](CO)[C@H](C(C)C)C[C@H]1CC(=O)NCc1ccc(F)cc1	10	1%[88.5 µM]	u	u	-16%[172 µM]	-4%[87.6 µM]	u
Cc1ccc(CNC(=O)N2CCC(Oc3ccc(-c4noc(C)n4)cc3)C2)cc1 (centres undefined)	-11	-6%	1%	u	-16%	-8%	u
COc1ccc(NC(=O)N2CCN(Cc3nc4ccc(C)cc4o3)CC2)cc1OC	-4	x	20%	x	x	-4%	x
CCCCCC[C@@H]([C@@H](C)O)n1cnc2c(N)ncnc21	x	-7%	10%	x	x	4%	x
Cc1ccc(C(=O)N2CCN(c3cc(-c4cccs4)[nH]n3)CC2)s1	30	1%	-9%	u	-11%	-10%	u
CCN(CC)C(=O)c1sc2c(c1C)c(=O)n(CCc1ccccc1)c(=O)n2Cc1ccc(F)cc1Cl	-2	x	5%	x	x	0%	x
O=C(Cc1cccc(Cl)c1)N1CCC(n2cnnc2C2CC2)CC1	-3	i	-7%	4%	7%	4%	8%

Remaining list, next part
SMILES	IP6K1 inhibitor	GPT2 inh	SNCA expr inh	NIH3T3 tox	FLuc inh	HEK293 viab	HEK cytotox
O=c1cc(-c2ccccn2)oc2c(Nc3ccccc3)nccc12	-11	0%[88.5 µM]	-9%[87.6 µM]	u	-28%[172 µM]	u	u
Cc1nccn1CCCNC(=O)c1ccc2nc(C3CC3)oc2c1	15	0%	-8%	0%	1%	12%	2%
COC1=CC(=O)CC(C)C12Oc1cc(OC)cc(O)c1C2=O (centres undefined)	-8	i	x	x	x	-5%	x
O=C(Cn1c(=O)oc2ccccc21)N1CCC2(CC1)NCCc1c2[nH]c2ccccc12	43	3%	-16%	u	-2%	-13%[12.5 µM]	u
C[S+](=O)([O-])Nc1cccc(-c2cc3c(ccn3Cc3cccnc3)c(C3=CCOCC3)n2)c1	-10	i	4%	u	-11%	8%	u
COc1ccc(NC(=O)NC[C@H]2O[C@@H]3C[C@@H](CC(=O)NC(C)C)O[C@@H]3[C@@H]2O)cc1	0	i	37%[activator][87.6 µM]	1%[174 µM]	-24%[172 µM]	-1%[87.6 µM]	i
COc1ccccc1N1CCN(C(=O)c2cc3cn(C4CCCC4)cc3s2)CC1	-2	i	-3%	-17%	-11%	0%	u
O=C(c1ccc2nnc(-c3cc[nH]c3)n2c1)N1CCOCC1	-1	i	34%[activator][87.6 µM]	-13%[138 µM]	x	12%[87.6 µM]	2%[172 µM]
CCCc1nc(C(=O)N2CCN(c3ccccc3Cl)CC2)cs1	-1	-7%[11.5 µM]	30%[activator]	-27%	u	2%	u
CCN1CCCC1CNC(=O)Cn1nc2c(cc1=O)CCCC2 (centres undefined)	11	3%	-6%	i	-3%	10%	8%
C[S+](=O)([O-])c1cccc(-c2ccc3ncn(-c4ccc(F)cc4F)c(=O)c3n2)c1	26	-15%[88.5 µM]	11%[87.6 µM]	u	11%[172 µM]	4%[87.6 µM]	u
C=Cc1ccc(Cn2c(=O)n(-c3cccc(C)c3)c(=O)c3c2c2cc(C)ccc2n3C)cc1	0	x	-13%	x	x	-10%	x
CC(=O)N1CCC(NC[C@H]2O[C@@H]3C[C@@H](CC(=O)N4CCC(F)(F)C4)O[C@@H]3[C@@H]2O)CC1	0	-1%[88.5 µM]	-1%[87.6 µM]	-3%[174 µM]	1%[172 µM]	-3%[87.6 µM]	2%[172 µM]
O=C(Nc1ccc(Cl)cc1)N1CCC(CN2CCCCCC2)CC1	-4	x	33%[activator]	x	x	5%	x
CN(C)c1ccc(CN2CCNc3cnc(-c4ccccc4)cc3C2)cc1	-14	i	29%[87.6 µM]	u	3%[172 µM]	-13%[87.6 µM]	100µM*
COc1cccc(Cc2nc3ccccc3nc2SCC(=O)N2CCN(c3ccccc3)CC2)c1	-1	x	-4%	x	x	u	x
CSc1ccc(-c2noc(-c3ncn4c3COC(c3ccccc3Cl)C4)n2)cc1 (centres undefined)	7	i	1%	u	-2%	-7%	u
O=C(N[C@H](C1CCNCC1)C1CC(O)C1)c1cccc(=O)[nH]1 (some centres undefined)	6	-6%	-6%	i	-5%	4%	2%
O=C(NCC1CCN(c2cc(-c3ccccc3)[nH]n2)CC1)c1n[nH]c2c1CCCC2	14	u	-29%	32µM*	u	-14%	u
CCN(C(=O)CSc1nnc(-c2cc3occc3n2C)n1-c1ccccc1C)c1ccccc1	8	x	6%	x	x	8%	x
CN1CCN(C(=O)c2ccc3c(c2)N(Cc2ccc(C(F)(F)F)cc2)C(=O)c2ccccc2S3)CC1	0	x	28%	x	x	2%	x
CCc1nc(-c2c3n(c(=O)n(CC(=O)Nc4ccc(C)cc4)c2=O)CCCCC3)no1	18	0%	22%	i	-3%	-9%	4%
O=C(O)C[C@@H]1CCN(C(=O)Cc2ccccc2)C[C@@H]1CCN1CCN(c2ccccc2)CC1	-10	i	-11%	1%	-2%	0%	1%
Cc1noc(-c2ccc(S(=O)(=O)N3C[C@H](C4CC4)[C@@H](N)C3)o2)c1C	6	-1%[11.5 µM]	3%	u	13%	0%	u
COc1ccc(F)c(CN2CCCC(O)(CN3CCC(C(N)=O)CC3)C2=O)c1 (centres undefined)	-1	-7%	-12%	-5%	-6%	7%	-10%

Remaining list, next part
SMILES	IP6K1 inhibitor	GPT2 inh	SNCA expr inh	NIH3T3 tox	FLuc inh	HEK293 viab	HEK cytotox
O=C(c1ccc2c(c1)N(Cc1ccc(Cl)cc1)C(=O)c1ccccc1S2=O)N1CCC(Cc2ccccc2)CC1 (centres undefined)	14	x	u	x	x	-12%	x
COc1cc(-c2ccnc3nc(C4CC4)nn23)cc(OC)c1OC	3	2%	5%	u	2%	4%	u
Cn1c2c(c(=O)n(C)c1=O)C(c1cccc(O)c1)CC(=O)N2 (centres undefined)	17	x	u	x	x	-2%	x
O=C(CSc1ccccc1)N1CCc2nc3cc(-c4ccccc4)[nH]n3c(=O)c2C1	7	-3%	-23%	i	u	3%	-8%
CCc1cccc(C)c1Nc1c(-c2cccs2)nc2ncccn12	-1	x	18%	x	x	0%	x
COc1cccc(CNC(=O)[C@@H]2C[C@@H](O)CN2C2CCN(C(=O)CCn3nc(C)cc3C)CC2)c1	-10	i	-3%	-15%	0%	14%	-4%
COc1ccc(Cn2c(SCC(=O)Nc3ccc(OC)cc3)nc3ccccc32)cc1	4	x	u	x	x	-10%	x
O=C(Cn1cc(S(=O)(=O)Cc2ccccc2Cl)c2ccccc21)Nc1cccc(C(F)(F)F)c1	11	x	u	x	x	-13%	x
COCCn1c(=O)c(C(=O)N2CCN([S+](=O)([O-])c3c(C)noc3C)CC2)nc2cccnc21	11	-6%	-2%	-12%	x	4%	i
CCOc1ccccc1NC(=O)N1CCCC(Cc2ncc(C)n2C(C)C)C1 (centres undefined)	-7	i	-13%	-11%	6%	-8%	u
NCc1ccc(-c2cccs2)cc1	-3	1%[88.5 µM]	12%[87.6 µM]	u	x	-3%[87.6 µM]	u
COc1cccc(CC(=O)N2CCCC3(C2)NC(=O)N(Cc2ccc(Cl)cc2)C3=O)c1 (centres undefined)	-1	-10%	35%[activator]	-6%	4%	6%	-14%
Cc1cc(C)c(NC(=O)C(C)n2c(=O)cc(-c3ccccc3)c3c(C)nn(C)c32)c(C)c1 (centres undefined)	23	x	25%	x	x	7%	x
COc1ccc(-c2c(C(=O)NCC(F)(F)F)nc3sccn23)cc1	-4	-1%[88.5 µM]	7%[87.6 µM]	-16%[138 µM]	x	12%[87.6 µM]	-28%[172 µM]
N#CC1=C2SCN(C3CCCCC3)CN2C(=O)CC1c1ccc(Cl)cc1 (centres undefined)	-24	x	-16%	x	x	-7%	x

Part of the list above with just SNCA expr inh and HEK cytotox.
| smiles | SNCA expr inh | HEK cytotox |
| --- | --- | --- |
| COc1cc(-c2ccnc3nc(C4CC4)nn23)cc(OC)c1OC | 5% | u |
| Cn1c2c(c(=O)n(C)c1=O)C(c1cccc(O)c1)CC(=O)N2 (centres undefined) | u | x |
| O=C(CSc1ccccc1)N1CCc2nc3cc(-c4ccccc4)[nH]n3c(=O)c2C1 | -23% | -8% |
| CCc1cccc(C)c1Nc1c(-c2cccs2)nc2ncccn12 | 18% | x |
